Screens as filed in PubChem.
GDH-TPI counter: counter-screen for M. tuberculosis FBA inhibitors: GDH-TPI coupled enzymes; 1.2% of 360,000 active; inhibition, % at 4.8 µM; GDH-TPI coupled enzyme counterscreen, NADH absorbance; in the data active = inhibition above about 30%;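 also: 0% = DMSO wells and 100% = wells lacking the enzyme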
BoNT A protease: blocks Botulinum neurotoxin A light chain protease; multiplex microsphere protease substrate cleavage, flow cytometry; inhibition, % at 10 µM; 0.17% of 360,000 active; AID 588499; also: plate controls were buffer without enzyme for full effect and enzyme alone for no effect
FadD28 binding: M. tuberculosis FadD28 bisubstrate binding inhibition. FadD28 bisubstrate probe binding, fluorescence polarization. 0.22% of 360,000 active. inhibition, % at 12.5 µM; in the data active = inhibition above about 8.5%, passing the limit was not always enough; inconclusive = no clear call, values can overlap the other calls
FBA Mtb inh: inhibitors of M. tuberculosis fructose-bisphosphate aldolase; 2.3% of 360,000 active; AID 588726; purified M. tuberculosis FBA, fluorescence read-out; inhibition, % at 1 µM; in the data active = inhibition above about 27%;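 also: 0% = vehicle and 100% = reference inhibitor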
Target sequence (P9WQA3 whole entry, looked up): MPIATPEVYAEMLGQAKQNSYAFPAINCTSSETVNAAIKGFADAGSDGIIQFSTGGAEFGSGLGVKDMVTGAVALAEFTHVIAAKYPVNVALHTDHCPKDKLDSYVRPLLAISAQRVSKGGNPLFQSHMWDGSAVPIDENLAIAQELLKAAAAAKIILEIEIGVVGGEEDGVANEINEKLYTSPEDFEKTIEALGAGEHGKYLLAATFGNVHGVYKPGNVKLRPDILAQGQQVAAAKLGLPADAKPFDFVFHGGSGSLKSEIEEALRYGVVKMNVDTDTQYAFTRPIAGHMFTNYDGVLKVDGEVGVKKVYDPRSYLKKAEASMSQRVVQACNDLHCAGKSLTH
Mtb BioA inh: BioA (M. tuberculosis) enzyme inhibition | purified M. tuberculosis BioA enzyme, plate reader | inhibition, % at 9.99 µM | 0.096% of 360,000 active | AID 602481; in the data active = inhibition above about 40%; inconclusive = no clear call, values can overlap the other calls
PfHsp40 rescue: compounds rescuing yeast from Plasmodium falciparum HSP40 toxicity | S. cerevisiae expressing PfHsp40, growth rescue, ATP luminescence | growth rescue, % at 12.5 µM | 0.68% of 340,000 active | AID 504582; in the data active = growth rescue above about 28%, passing the limit was not always enough; inconclusive = no clear call, values can overlap the other calls;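 also: yeast W303a lacking pdr1 and pdr3 grown in galactose medium; growth measured after three days at 30 °C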
UGM FP inh: blocks M. tuberculosis UGM enzyme | P9WIQ1 | purified UGM, fluorescence polarization probe displacement | inhibition, % at 10 µM | 0.06% of 320,000 active | AID 504406; in the data active = inhibition above about 10%, passing the limit was not always enough; inconclusive = no clear call, values can overlap the other calls
Target sequence (P9WIQ1 whole entry, looked up): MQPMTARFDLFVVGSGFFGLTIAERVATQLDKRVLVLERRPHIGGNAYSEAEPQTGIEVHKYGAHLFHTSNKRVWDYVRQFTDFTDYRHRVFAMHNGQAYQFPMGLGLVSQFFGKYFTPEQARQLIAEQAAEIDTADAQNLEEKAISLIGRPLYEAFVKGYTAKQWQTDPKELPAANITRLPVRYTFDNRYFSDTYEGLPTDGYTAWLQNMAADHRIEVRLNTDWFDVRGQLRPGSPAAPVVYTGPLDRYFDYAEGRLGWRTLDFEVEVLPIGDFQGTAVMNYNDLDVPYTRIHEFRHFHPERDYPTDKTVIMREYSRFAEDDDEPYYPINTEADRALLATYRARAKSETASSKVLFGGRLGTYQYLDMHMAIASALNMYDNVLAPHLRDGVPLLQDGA
BoNT-F LC inh: blocks Botulinum neurotoxin F light chain protease; Multiplex microsphere protease cleavage assay, flow cytometry; inhibition, % at 10 µM; 0.22% of 360,000 active; in the data active = inhibition above about 35%, passing the limit was not always enough; inconclusive = no clear call, values can overlap the other calls; also: plate controls were buffer without enzyme for full effect and enzyme alone for no effect
Anthrax LF inh2: blocks Bacillus anthracis lethal factor protease; multiplex microsphere protease cleavage assay, LF; inhibition, % at 10 µM; 0.12% of 360,000 active; P15917; also: plate controls were buffer without enzyme for full effect and enzyme alone for no effect
* hit, by the source's call; ? = inconclusive; . = no result given; & = joins results of further samples. Rule as the data show it, unless noted: active = inhibition above about 30%; inconclusive = no clear call, values can overlap the other calls; inactive = below that.

SMILES | GDH-TPI counter | BoNT A protease | FadD28 binding | FBA Mtb inh | Mtb BioA inh | PfHsp40 rescue | UGM FP inh | BoNT-F LC inh | Anthrax LF inh2
COc1ccc(NC(=O)N(C)C[C@H]2Oc3ccc(NC(=O)CCN4CCOCC4)cc3C(=O)N([C@H](C)CO)C[C@@H]2C)cc1 | 7 | -0.6 | -1.0 | 5 | -2.2&-1.0 | -0.9 | -2.8 | -2 | -3
CCN1CCN(CCCN(Cc2ccco2)C(=S)Nc2ccc(Cl)c(C)c2)CC1 | 0 | 0.3 | -5.9 | -1 | . | 1.1 | -1.5 | -2 | -2
O=C(O)CCN=C1CCCc2ccccc2N1 | 7 | 0.0 | -0.5 | -4 | -0.5 | 0.8 | 0.0 | 1 | -3
CCc1ccc2nc(Nc3ncc(C(C)=O)c(C)n3)nc(C)c2c1 | 8 | 2.0 | -0.4 | 1 | . | 0.0 | 4.9 | ? | -13
O=C1c2cccnc2C(=O)N1Cc1ccc(S(=O)(=O)N2CCN(c3ccccc3)CC2)cc1 | -4 | 0.0 | 0.0 | 1 | 0.1 | -1.3 | -0.5 | -1 | 2
COc1cccc(/C=C(/CC(=O)Nc2ccc(N3CCOCC3)cc2)c2nc3ccccc3s2)c1 | 32* | 1.6 | -1.1 | 1 | -0.7 | 0.3 | -0.8 | 7 | -2
O=C(CCC1CCCCC1)Nc1nccs1 | 6 | 0.4 | -1.5 | 4 | -1.3 | -0.2 | 0.3 | -6 | 1
O=C1c2cccc3cccc(c23)C(=O)N1c1ccncc1 | 9 | -0.5 | -3.7 | 26 | -1.9 | -0.8 | -0.7 | -10 | 1
COc1ccc(NC(=O)CSc2nnnn2C)c([N+](=O)[O-])c1 | 1 | 1.8 | -0.7 | 5 | . | -0.6 | 0.8 | 15 | 6
O=c1c2cccc3c2c(nn1CN1CCOCC1)-c1ccccc1-3 | 8 | 0.3 | -3.3 | 6 | -0.9 | 24 | 0.7 | -12 | 1
COc1ccc(CCNCc2ccc(OCc3ccc(Cl)nc3)c(OC)c2)cc1OC | 9 | 0.6 | -2.4 | 0 | 16 | -0.9 | 0.4 | -6 | -1
Cc1nc2cc(NC(=O)N3CCCCC3)ccc2n1C | -3 | -1.2 | -1.8 | -1 | 0.0 | 2.9 | -0.1 | 4 | 5
COc1ccc(NC(=O)N2CCN(C(=O)c3ccco3)CC2)c(OC)c1 | -6 | 3.2 | -2.4 | 0 | 0.5 | 0.3 | -0.8 | 0 | -4
CC(C)(C)NC(=O)COC(=O)c1snc(C(=O)NC2CCCCC2)c1N | 20 | 0.6 | 0.9 | 20 | 0.6 | 0.7 | 0.3 | -20 | -3
NC(=O)c1nn(-c2ccccc2)nc1NC(=O)CN1CCOCC1 | 1 | 0.9 | -1.6 | 7 | -0.1 | 0.6 | 0.3 | -10 | -11
O=C(Cc1ccc(-c2ccccc2)cc1)NCc1cccnc1 | -4 | 0.1 | -2.1 | -1 | . | 0.2 | -5.4 | -5 | -1
OCCC1CN(Cc2nc3ccccc3[nH]2)CCN1C1CCCC1 (configuration not stated) | 1 | 0.2 | -1.0 | 12 | -1.4 | -0.6 | 0.0 | -5 | -7
CCCn1c(N)c(C(=O)CSc2nnc3n2CCCCC3)c(=O)n(C)c1=O | -9 | -0.8 | -2.9 | -2 | -0.2 | 0.4 | 2.1 | -8 | -3
Cc1ccc(NC(=S)N2CCN(Cc3ccccc3)CC2)c(C)c1 | 4 | 0.0 | -0.8 | 3 | 0.9 | -1.0 | 1.5 | -3 | -1
CC1(C)CC(NS(=O)(=O)c2ccccc2)CC(C)(C)N1 | -2 | 2.3 | 1.0 | -1 | 1.3 | -1.4 | 0.2 | -5 | -1

4 consecutive records from above, for reference:
SMILES | GDH-TPI counter | BoNT A protease | FadD28 binding | FBA Mtb inh | Mtb BioA inh | PfHsp40 rescue | UGM FP inh | BoNT-F LC inh | Anthrax LF inh2
COc1ccc(CCNCc2ccc(OCc3ccc(Cl)nc3)c(OC)c2)cc1OC | 9 | 0.6 | -2.4 | 0 | 16 | -0.9 | 0.4 | -6 | -1
Cc1nc2cc(NC(=O)N3CCCCC3)ccc2n1C | -3 | -1.2 | -1.8 | -1 | 0.0 | 2.9 | -0.1 | 4 | 5
COc1ccc(NC(=O)N2CCN(C(=O)c3ccco3)CC2)c(OC)c1 | -6 | 3.2 | -2.4 | 0 | 0.5 | 0.3 | -0.8 | 0 | -4
CC(C)(C)NC(=O)COC(=O)c1snc(C(=O)NC2CCCCC2)c1N | 20 | 0.6 | 0.9 | 20 | 0.6 | 0.7 | 0.3 | -20 | -3

Other compounds follow.
SMILES | GDH-TPI counter | BoNT A protease | FadD28 binding | FBA Mtb inh | Mtb BioA inh | PfHsp40 rescue | UGM FP inh | BoNT-F LC inh | Anthrax LF inh2
O=C(O)CC(NS(=O)(=O)Cc1ccccc1)c1cccc([N+](=O)[O-])c1 (configuration not stated) | 9 | -1.0 | -4.1 | 3 | -0.1 | -1.2 | 2.1 | 4 | -14
Brc1ccccc1/C=N/Nc1ccccn1 | 17 | 0.5 | -0.6 | 2 | -1.0 | -0.1 | . | -4 | 2
Cc1cnc(NC(=O)C2(C)CCN2C(=O)C(C)C)s1 (configuration not stated) | 11 | -0.8 | -0.1 | 2 | -0.6 | . | . | 0 | -6
N#C/C(=N\Nc1c(Cl)cccc1Cl)C(=O)NN | 32* | 2.1 | 2.2 | -12 | -2.2 | -0.2 | 2.3 | -1 | 4
COc1ccc(CCNC(=O)c2cc(-c3ccc4c(c3)OCO4)on2)cc1OC | -5 | 0.2 | -2.4 | -4 | 0.2 | -0.8 | 1.2 | -10 | -3
COc1ccc(C(=O)CSc2nnc(NC(=O)C3CC(=O)N(c4ccccc4)C3)s2)cc1 (configuration not stated) | 7 | 0.0 | 0.0 | 5 | -1.6 | -0.3 | -1.5 | -14 | -2
O=C(Nn1cnnc1)c1ccc(OC(F)(F)C(F)C(F)(F)F)cc1 (configuration not stated) | 4 | -5.7 | 2.7 | 2 | -1.3 | -1.0 | 3.3 | -26 | -12
O=C(CSc1nnc(-c2ccco2)o1)c1ccc(F)c(F)c1 | -9 | -1.9 | -4.4 | -3 | -0.3 | 0.1 | -2.8 | 1 | 1
C/C(=N/OC(=O)C1CC1)c1cc(-c2ccc(Cl)cc2)no1 | 0 | -0.1 | -0.1 | -3 | . | -0.8 | -2.5 | 1 | -4
O=C(NC1CCCCCC1)c1ccco1 | 9 | 0.1 | 0.6 | -2 | -1.8 | -0.2 | -0.3 | 4 | 0
COc1ccc(C2C(=O)c3ccccc3C2=O)cc1 | 2 | 0.3 | -0.5 | 2 | 0.9 | 5.7 | 4.2 | 9 | 1
COc1ccc(NC(=O)N(C)C[C@H]2OCc3cn(nn3)CCCC(=O)N([C@@H](C)CO)C[C@@H]2C)cc1 | 12 | -0.1 | -1.6 | 0 | 0.8&1.4&-1.4 | . | . | 0 | -5
COCCCNC(=O)C1CCC(CNS(=O)(=O)c2ccc(OC)cc2)CC1 (configuration not stated) | 4 | 0.1 | 0.4 | 1 | -0.3 | -1.1 | -0.8 | -3 | 0
CC1CCc2cc(F)ccc2N1C(=O)CSc1nnc2c(n1)[nH]c1ccc(F)cc12 (configuration not stated) | 18 | -0.7 | -0.2 | -1 | -4.7 | -1.2 | 0.0 | 0 | -4
COc1ccc(CN(C)CC(=O)Nc2c(C)cccc2C)c(OC)c1 | 6 | 0.3 | -1.4 | -2 | . | -0.4 | 0.6 | 0 | -1
CC(C)CCn1c(N2CCCC2)nc2c1c(=O)n(C)c(=O)n2C | -29 | -1.5 | -0.3 | -4 | 0.3 | -0.7 | -1.1 | 29 | 4
CN(C)S(=O)(=O)N1CCN(c2ccccc2)CC1 | 7 | -0.6 | -0.5 | 3 | 0.4 | -0.3 | 2.7 | -10 | -3
O=S(=O)(Nc1nc2ccccc2nc1Nc1ccc2c(c1)OCO2)c1ccc(F)cc1 | -8 | 0.1 | 1.5 | 5 | -1.6 | -1.1 | . | -5 | -3
CCc1noc(C)c1C(=O)N(C)CC(=O)Nc1ccccc1C(F)(F)F | -2 | . | 0.5 | 4 | -5.0 | 1.1 | -1.7 | . | .
C[C@@H]1COC(=O)[C@H](Cc2ccc(F)cc2)C/C=C\C[C@@H](CC(=O)NCCO)C(=O)N1 | 7 | -0.7 | -0.1 | -2 | -0.9 | -0.7 | 0.6 | -1 | 1
FC(F)c1nnc2ccc(Cl)nn12 | -7 | -0.9 | -3.5 | -1 | . | -0.5 | 1.2 | 0 | 2
CC(C)CCN(C(=O)c1csnn1)C(C(=O)NC1CCCCC1)c1ccc(F)cc1 (configuration not stated) | -2 | -1.0 | 0.1 | 1 | 0.5 | -1.2 | 2.8 | 21 | 1
CCOC(=O)C[C@H]1c2ccccc2S(=O)(=O)N1Cc1cc(OC)c(OC)c(OC)c1 | 6 | 0.0 | -2.2 | 5 | 1.0 | -0.1 | 2.0 | 4 | 1
CCCN(C(=O)c1cccs1)c1c(N)n(Cc2ccccc2)c(=O)[nH]c1=O | -9 | 0.1 | -3.5 | 1 | 0.5 | -1.2 | -0.2 | -7 | -2
Cc1cc(C)c(C)c(S(=O)(=O)N2CCSCC2)c1C | 5 | -2.5 | -2.1 | 1 | 1.7 | 4.6 | 1.4 | -3 | -4
CCC(Cc1ccccc1)n1c(=S)[nH]c2ccccc2c1=O (configuration not stated) | -6 | -0.1 | -15 | -4 | . | 3.2 | 1.0 | -2 | -2
CCCc1cc(C(=O)Nc2cc(Cl)ccc2O)no1 | 3 | 0.9 | 1.1 | -2 | -1.2 | -1.0 | -0.2 | -7 | -1
C=CCOC(=O)C1=C(C)N=C2SCCC(=O)N2C1c1cccs1 (configuration not stated) | 14 | 1.9 | -0.7 | 0 | 0.0 | -0.2 | -0.1 | ? | 1
O=C(c1cccs1)N1CCN(c2cc(Cl)ccc2Cl)CC1 | 8 | -3.7 | -2.0 | 2 | 2.2 | -0.6 | -1.3 | ? | -15
COc1cc2c(cc1OC)C(c1cc(OC)c(OC)cc1[N+](=O)[O-])N(C(C)=O)CC2 (configuration not stated) | 3 | -3.3 | 0.4 | -3 | . | 0.6 | 5.4 | 1 | -3
O=C(NNC(=O)C1CCCN(S(=O)(=O)c2cccc(F)c2)C1)C1CC1 (configuration not stated) | 5 | -0.1 | -2.0 | 7 | -1.2 | -0.1 | -0.1 | 0 | -1
CC(=O)c1ccc(NC(=O)Nc2ccncc2)cc1 | 4 | -0.9 | 0.4 | 5 | 15 | -0.1 | 0.3 | -2 | -2
CCc1ccc(N2C(=O)NC(=O)C(CCc3ccncc3)(CCc3ccncc3)C2=O)cc1 | -5 | 0.4 | -2.9 | 1 | . | 1.2 | 1.7 | 2 | -1
O=c1cc2c(nn1Cc1ccccc1Cl)-c1ccccc1CC2 | -2 | 8.9 | -2.4 | 5 | 0.5 | 2.1 | -0.6 | 0 | 2
CC(=O)c1c(N2CCN(C(=O)c3ccco3)CC2)nc(=S)n(-c2ccccc2)c1C | 13 | 1.2 | -1.4 | 11 | 1.0 | 0.3 | 0.9 | -22 | -2
COC(=O)CCC(=O)Nc1ccc(NC(C)=O)cc1 | -10 | 1.1 | 0.9 | -3 | -0.2 | 1.5 | -2.1 | 4 | 10
Cc1cccc(NC(=O)CN2CCN(C(=O)COc3cccc(Br)c3)CC2)c1C | -4 | 0.4 | -1.0 | 0 | -0.1 | -0.3 | 1.8 | -1 | -2
CC1CCCCC1NC(=O)CNC(=O)c1cccs1 (configuration not stated) | 6 | 2.3 | 1.4 | -1 | -2.2 | 0.2 | 4.6 | 4 | -5
Cc1sc(-c2ccccn2)nc1OC(=O)c1ccc(F)cc1F | 1 | 1.9 | -2.5 | 0 | . | -1.9 | 0.3 | 9 | -1
COc1ccc(C2C(C(=O)N3CCC(C)CC3)c3ccccc3C(=O)N2C)cc1 (configuration not stated) | -3 | 0.7 | -1.0 | 6 | 0.4 | -0.9 | -1.3 | 9 | -5
CCN(CCO)c1ncnc2onc(-c3ccc(F)cc3)c12 | -13 | -0.6 | -4.3 | 0 | 0.3 | -0.6 | -0.7 | 26 | 7
C=CCNC(=O)c1ccc2c3n(nc2c1)-c1ccc(Cl)cc1CO3 | 21 | 0.2 | -0.3 | 6 | -4.3 | 0.9 | -1.4 | 0 | -4
